# Redox H2O2 prof: compounds producing H2O2 with reducing agent – biochemical, NIH compound library profiling, artefact control for MLSCN library redox annotation, primary screen; DTT-dependent redox cycling H2O2, phenol red/HRP absorbance; 100% = 100 µM peroxide control, 0% = buffer; activation, % at 10 µM; actives 0.03% (n = 200,000); AID 878;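 active = activation of at least 50% relative to the plate's high and low controls in the primary single-dose screen; inactive = activation below 50%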;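 note: compound incubated with DTT at 0.8 mM final as the reducing agent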
# S1P3 antag: blocks the human S1P3 receptor; Q99500; CHO S1P3 NFAT-BLA reporter, FRET fluorescence, antagonist mode; inhibition, % at 4.98 µM; actives 0.27% (n = 170,000); AID 485;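 active = inhibition above the plate cutoff, the mean inhibition of test wells on that plate plus 3 SD, cut at about 28% in these data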;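 note: cells challenged with S1P at its EC80 of 0.8 µM; blue over green emission ratio from cleaved BLA substrate after 4 h stimulation; 0% = S1P-stimulated wells and 100% = unstimulated DMSO-only wells; some compounds past the cut are filed as inactive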
# Target sequence (Q99500 whole entry, looked up): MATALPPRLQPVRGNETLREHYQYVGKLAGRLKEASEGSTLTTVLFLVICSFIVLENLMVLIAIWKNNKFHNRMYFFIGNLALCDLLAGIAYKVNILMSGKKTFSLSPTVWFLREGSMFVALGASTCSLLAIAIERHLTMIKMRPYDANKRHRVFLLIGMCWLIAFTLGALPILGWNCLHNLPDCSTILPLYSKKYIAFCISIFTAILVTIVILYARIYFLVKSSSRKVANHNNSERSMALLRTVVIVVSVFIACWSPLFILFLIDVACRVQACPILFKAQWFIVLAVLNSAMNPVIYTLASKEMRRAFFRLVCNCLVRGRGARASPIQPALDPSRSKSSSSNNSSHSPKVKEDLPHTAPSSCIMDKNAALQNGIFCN
# PPARg SRC-1 ag: promotes SRC-1 coactivator recruitment by human PPARgamma; AID 631; P37231; actives 0.41% (n = 200,000); activation, % at 8 µM; PPARgamma-SRC-1 coactivator recruitment biochemical assay; in the data active = activation above about 19%;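 note: 0% = DMSO and 100% = reference agonist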
# ROMK primary: human ROMK K+ channel modulation, primary screen | P48048 | Tet-inducible ROMK, thallium flux fluorescence; actives lie on both sides | B-score at 10 µM | actives 2% (n = 130,000) | AID 1918;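 active = signal ratio slope over the read window, or its plate-corrected B-score, at least 3 SD from the plate mean, either direction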;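 note: B-score of the F/F0 ratio slope over 7 to 12 s after thallium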
# Target sequence (P48048 whole entry, looked up): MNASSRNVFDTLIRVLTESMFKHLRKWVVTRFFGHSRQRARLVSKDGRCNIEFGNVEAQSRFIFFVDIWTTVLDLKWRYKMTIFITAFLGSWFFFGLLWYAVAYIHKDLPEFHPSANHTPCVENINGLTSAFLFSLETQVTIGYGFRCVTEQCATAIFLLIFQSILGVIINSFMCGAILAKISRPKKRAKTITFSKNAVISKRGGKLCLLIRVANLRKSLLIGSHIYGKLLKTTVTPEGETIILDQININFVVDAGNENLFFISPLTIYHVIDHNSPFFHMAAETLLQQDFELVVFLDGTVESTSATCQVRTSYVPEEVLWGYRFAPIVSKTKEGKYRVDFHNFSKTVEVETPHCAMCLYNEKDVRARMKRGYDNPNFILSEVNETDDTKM
# TLR4-MyD88 BLA: blocks binding of human TLR4 to MyD88 | actives 0.18% (n = 200,000) | O00206+Q99836 | inhibition, % at 8.4 µM | HeLa CL3-4 TLR4/MyD88 BLA complementation, FRET ratio; in the data active = inhibition above about 25%;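 note: 0% = vehicle and 100% = reference inhibitor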
# SRC2 TRFRET art: TR-FRET artefact, counter-screen to PPARgamma/SRC-2 agonist assay; stronger effect = higher value; TR-FRET ratio at 8 µM; actives 0.4% (n = 200,000); in the data active = TR-FRET ratio above about 2000; note: inactives centre near 1500; reference of the scale not given here
# Lmaj promast: Leishmania major promastigote growth inhibition; Leishmania major promastigotes, resazurin fluorescence viability; inhibition, % at 10 µM; actives 9% (n = 200,000); AID 1063; in the data active = inhibition above about 50%;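 note: promastigotes grown with compound for 44 hours at 28 °C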
# bIAP act: increases bovine intestinal alkaline phosphatase activity. actives 0.17% (n = 200,000). purified bovine IAP, CDP-star luminescence, 30 min; stronger effect = higher value; fold of DMSO-control signal, blank-subtracted. activation factor at 20 µM;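 active = activation factor of 2 or more at 20 µM, a signal rise over negative controls twice the positive control's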
# bIAP inhibitor: blocks bovine intestinal alkaline phosphatase activity; purified bovine IAP, CDP-star luminescence, 30 min; inhibition, % at 20 µM; 190,000 tested, under 10 active;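 active = over 50% inhibition of intestinal alkaline phosphatase at 20 µM in the single-dose screen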
#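 Assay system: bovine IAP enzyme; medium: DEA buffer 100 mM, pH 9.8, with MgCl2 1.0 mM, ZnCl2 0.02 mM; doses: 20 µM single dose; incubation: enzyme reaction for 30 min at room temperature; detection: CDP-star luminescence signal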
# PPARg SRC2 recr: agonists of SRC-2 recruitment by human PPARgamma | P37231 | PPARgamma LBD-SRC-2 recruitment, biochemical | activation, % at 8 µM | actives 0.34% (n = 200,000); in the data active = activation above about 22%;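 note: 0% = vehicle and 100% = reference agonist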
# PPARg SRC-3 ag: agonists of human PPARgamma SRC-3 coactivator recruitment | P37231 | biochemical PPARgamma/SRC-3 coactivator recruitment assay | activation, % at 8 µM | actives 0.26% (n = 200,000) | AID 731; in the data active = activation above about 23%;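 note: 0% = DMSO and 100% = reference agonist; some compounds past the cut are filed as inactive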
# Numbers without * were called inactive; / = no result given.
# Below each SMILES – Redox H2O2 prof	S1P3 antag	PPARg SRC-1 ag	ROMK primary	TLR4-MyD88 BLA	SRC2 TRFRET art	Lmaj promast	bIAP act	bIAP inhibitor	PPARg SRC2 recr	PPARg SRC-3 ag
Nc1cccc(-c2cc3ccccc3oc2=O)c1
 : -1.7	4.5	8.8	-0.128	2.4	1530	5.8	1	-0.6	11.0	2.6
O=C(/C=C/Sc1ncn[nH]1)c1ccc(Cl)cc1
 : 1.2	/	1.6	/	17.1	1667	100.4*	1	-1.6	1.6	5.2
Cc1ccc(CN2C(=O)CCC2C(=O)NCc2ccccc2Cl)cc1 (stereo not drawn)
 : -0.3	10.4	11.5	0.315	0.8	1799	-1.1	1	-3.6	16.8	3.9
Cc1ccc(NC(=O)CN2CCC3(O)CCCCC3C2c2ccc3c(c2)OCO3)c(C)c1 (stereo not drawn)
 : 2.7	16.3	-4.4	/	-14.6	1271	89.1*	0.9	13.8	2.5	4.4
CCC(=O)Nc1nc(C)c(C(=O)N2CCCCC2)s1
 : -0.7	13.6	4.6	/	5.0	1546	-3.7	1	-2.0	4.8	7.6
Cc1ccc(NC(=O)CN2CCN(CCN=CC3=C(O)CC(C)(C)CC3=O)CC2)cc1
 : -0.5	/	0.7	/	10.9	1560	-2.4	1	-3.2	0.4	4.3
Cc1cc(NC(=O)CC(C)(C)C)nc2c1c(=O)oc1ccccc12
 : 2.1	/	-0.2	/	-1.5	1384	1.4	1	4.8	-2.3	-2.7
CC1(C)OC(=O)N(c2cccnc2)C1(C)O (stereo not drawn)
 : 0.4	-40.5	3.7	/	-6.2	1479	-0.5	0.9	5.3	6.8	6.0
O=C(COC(=O)CCSc1ccc(Cl)cc1)NCc1ccccc1Cl
 : -0.7	-2.3	-5.2	0.554	-3.2	1590	-4.1	1.4	-35.0	11.0	0.0
Cc1ccc(NC(=O)c2ccc3ccccc3n2)cc1S(=O)(=O)N(C)C
 : -0.5	-11.3	0.2	0.219	-6.8	1652	1.8	1.1	-5.3	0.3	7.2
COc1ccc(NCc2nnc(SCC(=O)N3CCCc4ccccc43)o2)cc1
 : -3.0	-24.8	4.9	/	11.3	1585	0.6	0.9	10.9	7.1	10.5
CC1CCCN(c2nc3c(c(=O)[nH]c(=O)n3C)n2Cc2ccccc2Cl)C1 (stereo not drawn)
 : 0.1	15.8	-3.7	/	-18.2	1472	19.3	1.1	-14.9	-4.1	-3.0
CC(C)CCNC(=O)NC(=O)COc1ccccc1C#N
 : -2.8	21.0	-4.9	0.441	-6.9	1544	6.2	0.9	6.9	7.7	-2.6
Cc1ccsc1C(=O)OCC(=O)Nc1sccc1C(N)=O
 : 5.2	-9.1	1.8	-0.749	-0.2	1555	27.4	1	4.0	0.9	-9.6
COc1cc(C(=O)N2CCN(Cc3ccccc3C(F)(F)F)CC2)cc(OC)c1OC
 : -0.6	2.1	1.4	-2.59*	12.6	1694	3.3	1.1	-7.0	-0.9	-2.1
O=C(N/C(=C/c1ccc(Br)cc1)C(=O)N1CCOCC1)c1cccs1
 : 0.5	-2.2	5.2	-0.707	2.7	1747	2.2	1	1.0	5.3	5.6
CCOC(=O)/C=C/C(=O)Nc1ccc(S(=O)(=O)N(C)c2ccccc2)cc1
 : 0.3	2.1	-3.5	-0.631	0.9	1515	25.2	1	4.5	-9.2	-4.4
O=C(Nc1cccc2ccccc12)c1ccccc1NS(=O)(=O)c1cccc2cccnc12
 : 0.1	-5.8	1.6	-0.45	-0.3	1624	-5.5	0.9	10.8	-0.9	1.1
CCOc1cc(CO)ccc1OCC(=O)N1CCCCC1
 : -0.2	-9.7	0.3	0.135	3.4	1423	5.6	1	-0.1	-2.4	-6.3
CCc1ccccc1NC(=O)CSc1nc2ccccc2n1CC(=O)N(C)C
 : -1.9	-3.5	-0.7	/	4.2	1389	-8.5	1.1	-8.6	1.7	3.5
Cc1cc(C(=O)COC(=O)C2COc3ccccc3O2)c(C)n1CC1CCCO1 (stereo not drawn)
 : -4.1	-0.3	14.2	/	3.0	1343	-7.8	0.9	7.9	-0.5	1.1
O=C(O)C1CCC(=O)N1Cc1ccccc1Cl (stereo not drawn)
 : -0.6	8.0	-9.9	0.869	3.7	1626	-4.7	0.9	13.9	0.4	3.5
COc1ccc(Br)cc1CNC(=O)CCN1C(=O)COc2ccccc21
 : 0.6	39.4	11.4	-0.665	-3.8	1731	-5.5	0.9	5.2	11.2	-4.8
CS(=O)(=O)N1CCCC(C(=O)N2CCc3ccccc3C2)C1 (stereo not drawn)
 : 1.1	-8.7	3.0	/	5.6	1429	-6.3	0.9	5.0	-0.8	7.2
N#CC(c1ccc(F)cc1)c1ccc(C(=O)c2ccc(F)cc2)cc1 (stereo not drawn)
 : 0.4	/	1.2	-1.47	-1.4	1502	47.1	0.4	/	13.1	7.6
O=C(NCc1ccco1)C1CC(c2ccccc2O)=NO1 (stereo not drawn)
 : -0.1	3.9	-3.7	3.59*	2.0	1639	-3.9	1.1	-9.3	-4.0	2.1
COc1ccc(-c2csc(N3N=C(C)C(C)C3=O)n2)cc1 (stereo not drawn)
 : 0.5	11.0	2.8	-0.687	1.6	1481	-5.2	0.9	5.1	-2.1	-0.1
CSc1cccc(-n2c(C)cc(C(N)=O)c2C)c1
 : 1.8	-36.5	-6.1	/	2.8	1269	1.5	0.9	9.0	-8.3	3.8
CNC(=S)NNC(=O)c1cccn(Cc2ccc(Cl)c(Cl)c2)c1=O
 : -4.4	/	3.7	/	-0.7	1517	-1.1	1.2	-19.0	2.6	16.4
CC(=O)Nc1ccc(NC(=O)C(C)OC(=O)c2ccccc2Sc2ccccc2C#N)cc1 (stereo not drawn)
 : 0.2	-4.1	8.5	/	-9.0	1699	3.7	0.8	16.7	3.9	-1.1
O=C(NC(NC(=O)c1ccccc1)C(=O)c1ccccc1)c1ccccc1
 : 0.9	/	-5.2	1.37	-3.1	1608	0.2	0.9	8.3	1.1	4.5
CC1(C)Cc2c(ccc3ccccc23)-c2nnc(-c3cccnc3)n21
 : 1.6	/	2.9	/	-5.1	1460	5.1	0.9	10.8	11.7	2.2
CCOC(=O)c1ccccc1NC(=O)c1cn(-c2ccc(OC)cc2)c(=O)c2ccccc12
 : 0.2	-5.0	-4.0	0.392	-3.7	1574	92.3*	1.1	-5.4	-7.5	2.3
CC(=O)c1ccc(N2Cc3ccccc3C3(CCOCC3)C2=N)cc1
 : -0.1	-11.5	-1.7	-0.312	-7.2	1269	0.3	1.2	-20.9	-2.0	-0.7
Cc1nn(-c2ccccc2)c2c1C1(C(=O)Nc3ccccc31)N1C(=N2)Sc2ccccc21 (stereo not drawn)
 : -0.1	0.7	-1.1	1.25	11.8	1336	47.1	1.1	-6.8	-5.0	4.1
CCN1CC(CN(C)Cc2nc(Cc3ccccc3)no2)CC1=O (stereo not drawn)
 : -2.1	-20.3	-1.2	0.118	-5.9	1552	-5.3	0.9	14.6	2.9	1.6
CNC(=O)/C(=C\C=C\c1ccccc1)NC(=O)c1ccc([N+](=O)[O-])cc1
 : 3.8	/	3.0	/	-16.3	1833	18.6	0.9	8.4	7.5	14.0
Cc1onc(-c2c(F)cccc2Cl)c1C(=O)NCc1ccco1
 : -0.8	2.9	-4.7	/	-3.7	1540	-0.1	1.1	-6.3	0.9	5.4
COc1ccc(S(=O)(=O)Nc2ccc(S(=O)(=O)N3CCCCC3)cc2)cc1
 : 3.0	19.5	7.2	-1.55	-12.1	1704	1.1	1	-1.3	3.7	-4.2
COC(=O)c1cc2c(=O)n3ccccc3nc2n(Cc2cccnc2)c1=N
 : 2.4	-1.9	-1.3	/	-1.2	1476	18.7	/	/	-6.6	-6.4
CCC(CC)C(=O)Nc1ccncc1
 : 0.1	2.8	-8.8	-0.0102	0.0	1397	12.3	1	-4.6	-2.8	-2.3
COc1ccc(-n2c(C)cc(SC)c(C(C)=O)c2=S)cc1
 : 0.1	/	4.5	0.927	1.9	1500	1.6	1	1.1	-5.7	0.8
O=C1NC(=Nc2ccccc2)c2c1cccc2[N+](=O)[O-]
 : -0.1	-3.6	13.8	/	9.9	1545	-2.9	1	-4.9	-1.8	1.4
O=C(CCCOc1ccc(Cl)cc1Cl)N/N=C\C1CCCCC1
 : -3.4	/	-9.5	-0.167	5.2	1388	-1.9	0.9	9.4	-9.8	2.9
CC(C)(C)C(=O)NC1=NCCS1
 : 0.0	/	1.8	/	-3.5	1541	-3.3	0.9	5.3	9.7	7.6
CCCOc1ccc(-c2cc(C(F)(F)F)c(C#N)c(SCC(=O)O)n2)cc1
 : 11.8	-7.1	7.1	1.58	-1.9	1680	-6.4	0.9	8.2	9.1	-1.4
COC(=O)NCC(C)OC(=O)Nc1ccc(Cl)cc1 (stereo not drawn)
 : -0.7	-18.1	-0.3	-0.767	-0.2	1686	2.8	1	-0.9	7.5	0.3
Cc1cc(S(=O)(=O)Nc2ccccc2C)ccc1F
 : -0.9	-1.9	-1.7	-0.00975	3.3	1736	-2.0	1	0.2	7.3	7.0
COc1ccc(NC(=O)Cn2cnc3sc(C)c(S(=O)(=O)N4CCN(C)CC4)c3c2=O)cc1OC
 : -1.1	-15.2	5.6	-0.0128	-2.8	1428	2.9	1	-3.9	-0.7	4.0
C=CCn1c(SC(C)C#N)nc2sc(CC)cc2c1=O (stereo not drawn)
 : -0.6	-13.6	8.9	-0.494	0.3	1686	1.6	1	-3.4	5.0	3.0
COc1cc(NC(=O)CSc2nc3ccccc3cc2Cc2ccccc2)cc(OC)c1
 : 3.1	/	6.7	/	-12.3	1525	49.5	0.8	16.5	4.3	6.5
S=c1nc(C2CCCCC2)[nH][nH]1
 : 0.4	-3.0	11.9	/	-15.1	1590	-2.7	1.1	-12.5	7.7	9.5
Oc1ccccc1/C=N/Nc1cccc2cccnc12
 : 4.3	/	-3.1	/	-1.7	1322	-4.7	2.7*	-173.3	-0.1	3.9
CCCCOC(=O)Sc1nc2ccccc2o1
 : -0.9	-39.5	12.9	/	-9.0	1564	-1.4	0.9	12.3	1.8	8.6
O=S1(=O)CC/C(=N/Nc2ccc(C(F)(F)F)cn2)c2cc(F)ccc21
 : -0.2	15.5	7.0	-0.0909	-0.2	1712	1.1	1	2.5	1.9	2.7
Cc1ccc(CNc2ccc(Cl)cc2[N+](=O)[O-])cc1
 : -4.7	/	-2.3	/	-16.1	1627	8.3	0.9	13.0	10.3	10.3

# Shown as a hit in ROMK primary, among the entries above:
SMILES	Redox H2O2 prof	S1P3 antag	PPARg SRC-1 ag	ROMK primary	TLR4-MyD88 BLA	bIAP act	bIAP inhibitor	PPARg SRC2 recr	PPARg SRC-3 ag
COc1cc(C(=O)N2CCN(Cc3ccccc3C(F)(F)F)CC2)cc(OC)c1OC	-0.6	2.1	1.4	-2.59*	12.6	1.1	-7.0	-0.9	-2.1
O=C(NCc1ccco1)C1CC(c2ccccc2O)=NO1 (stereo not drawn)	-0.1	3.9	-3.7	3.59*	2.0	1.1	-9.3	-4.0	2.1

# Screening data: PubChem BioAssay, several laboratories
